# GALK inhibitor: blocks human galactokinase activity; AID 1868; Purified GALK, Kinase-Glo residual ATP luminescence; actives 0.007% (n = 270,000); Potency, µM (highest dose often 57.5 µM), for inactives: at the top dose activity change, negative = inhibition, usual class: inhibitors; P51570; also: potency is read from the fitted curve at half-maximal effect; % is scaled to controls: 0 for no effect and ±100 for the full control effect
# Target sequence (P51570 whole entry, looked up): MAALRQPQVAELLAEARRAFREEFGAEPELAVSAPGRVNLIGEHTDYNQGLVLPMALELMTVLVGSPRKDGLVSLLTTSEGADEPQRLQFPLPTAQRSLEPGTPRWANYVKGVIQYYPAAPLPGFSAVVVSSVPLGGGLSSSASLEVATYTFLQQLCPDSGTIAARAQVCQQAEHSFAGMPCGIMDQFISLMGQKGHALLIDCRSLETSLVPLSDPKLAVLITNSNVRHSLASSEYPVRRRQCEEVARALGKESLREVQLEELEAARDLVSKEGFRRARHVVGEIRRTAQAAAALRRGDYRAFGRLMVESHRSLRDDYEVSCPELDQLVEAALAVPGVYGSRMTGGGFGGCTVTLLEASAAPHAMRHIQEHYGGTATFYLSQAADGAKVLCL
#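 The enzyme phosphorylates galactose (100 uM) using ATP (35 uM); inhibition is detected as higher residual ATP, quantified by bioluminescence after 1 h reaction at room temperature, pH 8.0.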
# a7 integrin act: activators of alpha7 integrin expression for muscular dystrophy. alpha7betagal myoblasts, beta-gal FDG fluorescence, 48 h. Potency, µM (top dose mostly 38.3 µM), without a hit: at the highest dose activation, usual class: activators. actives 0.064% (n = 350,000). AID 624291;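 also: potency is read from the fitted curve at half-maximal effect; 100% = response of the positive control SU9516; nearly all actives have a fitted effect of over 60% in size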
#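 Alpha7betagal+/- myoblasts (passage 13) were plated 16-24 hr, then exposed to compounds (1:260 dilution of DMSO stock) for 48 hours at 37C. After MPER lysis, β-galactosidase reporter activity was read as FDG fluorescence (ex 480/em 540) after 30 minutes.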
# KCNH2 3.1 inh: KCNH2 3.1 (human) potassium channel inhibition; U2OS KCNH2 3.1, thallium flux FluxOr; hits give low values; activity change, % (tested at about 1.8 µM); actives 0.95% (n = 340,000);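 active = maximum activity change below -70%; inconclusive = maximum activity change from -70% to -50%; inactive = maximum activity change above -50%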;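 also: thallium influx rate constant from kinetic fluorescence after stimulation buffer; % is scaled to controls: 0 for no effect and ±100 for the full control effect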
#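 Thallium flux via FluxOr fluorescence (Red40 quencher, 45 min loading) in U2OS cells virally expressing the KCNH2 3.1 isoform (1.77 x 10^8 /mL virus, overnight at 37 C). Rate constants from 2-min kinetic reads post-stimulation, normalised to positive and negative controls.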
# A-T KAP1 phos: candidate therapy for ataxia-telangiectasia; […] A-T fibroblasts, KAP-1 phosphorylation AlphaLISA; neocarzinostatin DNA damage 30 min before lysis; Potency, µM (top dose mostly 57.5 µM), inactives show at the highest dose activation, actives largely listed as activators; actives 0.19% (n = 320,000); AID 485349; also: potency is read from the fitted curve at half-maximal effect; % of control where 0% means no effect; nearly all actives have a fitted effect of over 45% in size
#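 hTERT-immortalized A-T patient fibroblasts ([…]), 500 cells/well in OPTI-MEM, 1% FBS, got compounds for 60 min, then NCS for 30 min at 37C. Lysates were then assayed for phospho-KAP-1 by AlphaLISA (anti-pKAP1 donor, anti-KAP1 acceptor beads), 6 hr at 25C.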
# KCNH2 WT inh: KCNH2 (human, wildtype) channel inhibition; U2OS, BacMam KCNH2, thallium flux FluxOr; hits give low values; actives 0.37% (n = 340,000); Q12809; activity change, % at 1.84 µM;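 active = maximum activity change below -70%; inconclusive = maximum activity change between -70% and -50%; inactive = maximum activity change above -50%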; also: % is scaled to controls: 0 for no effect and ±100 for the full control effect
#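 U2OS cells were transduced with wild-type KCNH2 virus (2.03 x 10^8 / mL) for 4 h at room temperature, then cultured overnight at 37 C. Thallium flux was read with FluxOr dye. Rate constants were normalized to DMSO controls.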
# FBPA coupling cs: counter-screen for Giardia aldolase inhibitors: coupling enzyme system; actives 0.67% (n = 290,000); coupling enzyme system counterscreen, AmpLite Red fluorescence; activity change, negative = inhibition, % at 58.2 µM, hits read low; in the data active = activity change below about -30%; also: % is scaled to controls: 0 for no effect and ±100 for the full control effect
#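 First, compound is pin-transferred into glyceraldehyde-3-phosphate coupling-enzyme reagent at 57.5 uM final and held 10 min at RT. Next, substrate, coupling system and AmpLite Red are added. After 20 min RT, fluorescence (525/598 nm) is read.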
# TRPV1 ag: activates the human vanilloid receptor TRPV1; activation, % at 8.33 µM; TRPV1-expressing cells, Fluo-8 calcium influx, agonist mode; actives 0.19% (n = 320,000); in the data active = activation above about 80%; inconclusive = between about 30% and that limit; also: 0% is about no effect
#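 Cells expressing TRPV1 were dye-loaded with Fluo-8 and read kinetically: 10 s baseline, 3 min after compound (agonist portion), then 2 min after EC20 capsaicin (allosteric enhancer portion). Calcium-bound dye fluorescence at 480/520 nm.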
# MBNL1-CUG inh: blocks human MBNL1 binding to CUG repeat RNA. AID 2675. Potency, µM (titrated, usually from 57.5 µM), for inactives: at the top dose activity change, negative = inhibition, usual class: inhibitors. TR-FRET MBNL1-His/biotin-(CUG)12 binding, 665/545 ratio. actives 0.036% (n = 280,000); active = well fitted inhibition curve with a large enough effect in the signal ratio, with a control signal flat, not every such curve was filed as active; inconclusive = small, poorly fitted or top-dose-only effect, or effect the other way, or a change in a side signal; inactive = no such curve, though single readings can be large or run the other way; the % refers to the signal ratio; also: potency is read from the fitted curve at half-maximal effect; % is scaled to controls: 0 for no effect and ±100 for the full control effect
#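 TR-FRET between His-tagged MBNL1 and biotin-(CUG)12 RNA, detected with Tb anti-His antibody (0.055 ng/ul) and streptavidin-XL665 (5 nM), 60 min at room temperature. Compounds titrated 92 nM to 58 uM; 665/545 nm ratio normalized to buffer and complex controls.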
# S-ASM inh: inhibitors of human secretory acid sphingomyelinase; P17405; placental ASM, HMU-PC fluorogenic substrate, 60 min; Potency, µM (titrated, usually from 57.5 µM), for the others: top-dose activity change, negative = inhibition, usual class: inhibitors; actives 0.006% (n = 340,000); AID 504937; also: potency is read from the fitted curve at half-maximal effect
# Target sequence (P17405 47-631 limits assumed): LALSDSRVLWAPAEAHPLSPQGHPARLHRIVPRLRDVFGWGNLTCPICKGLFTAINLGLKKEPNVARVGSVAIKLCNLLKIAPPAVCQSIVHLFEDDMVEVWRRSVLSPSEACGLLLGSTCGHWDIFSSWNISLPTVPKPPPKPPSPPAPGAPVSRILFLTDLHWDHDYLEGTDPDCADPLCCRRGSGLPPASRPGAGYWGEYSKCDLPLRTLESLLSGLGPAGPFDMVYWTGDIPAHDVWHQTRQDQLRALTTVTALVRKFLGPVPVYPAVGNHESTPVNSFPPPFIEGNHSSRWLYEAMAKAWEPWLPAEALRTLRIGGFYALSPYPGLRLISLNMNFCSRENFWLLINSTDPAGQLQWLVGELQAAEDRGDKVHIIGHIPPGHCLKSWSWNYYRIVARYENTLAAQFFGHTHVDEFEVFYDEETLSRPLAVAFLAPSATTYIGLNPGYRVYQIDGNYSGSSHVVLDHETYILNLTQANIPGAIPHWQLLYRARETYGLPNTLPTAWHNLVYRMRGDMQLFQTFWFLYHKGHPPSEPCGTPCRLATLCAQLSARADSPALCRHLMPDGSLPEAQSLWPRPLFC
#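 Fluorescence read-out (Ex 386 nm, Em 447 nm) after stopping the reaction at pH 10. Enzyme: ASM from human placenta; substrate HMU-PC0, 9 uM final; 60 min, 37 °C. Compound preincubation 10 min, ambient temperature.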
# CXXC DNA block: inhibitors of human MLL CXXC domain-DNA interaction; MLL-CXXC / FITC-HOXA9 DNA fluorescence polarization; Potency, µM (top dose mostly 115 µM), without a hit: at the highest dose activity change, negative = inhibition, hits mostly inhibitors; actives 0.037% (n = 290,000); active = well fitted inhibition curve with a large enough effect in the polarisation, with a control signal flat, not every such curve was filed as active; inconclusive = small, poorly fitted or top-dose-only effect, or effect the other way, or a change in a side signal; inactive = no such curve, though single readings can be large or run the other way; the % refers to the polarisation; also: potency is read from the fitted curve at half-maximal effect
#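 Fluorescence polarization: 7 uM MLL-CXXC (stock) preincubated 5 min with compounds, then 50 nM fluorescein-HOX-A9 DNA (stock) added; 30 min ambient. Buffer 50 mM Tris-HCl pH 7.5, 50 mM NaCl, 1 mM DTT, 0.05% BSA.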
# The depositor's hits bear a star; i = inactive; ? = inconclusive; . = no result given; [ ] = remark or other dose. Unless noted, calls follow the shape of the dose curve; as a rule, active = well fitted curve in the direction sought with a large enough effect; inconclusive = small, poorly fitted or top-dose-only effect, or another doubt; inactive = no such curve, though single readings can be large; an effect the other way counts as inactive or inconclusive.
SMILES,GALK inhibitor,a7 integrin act,KCNH2 3.1 inh,A-T KAP1 phos,KCNH2 WT inh,FBPA coupling cs,TRPV1 ag,MBNL1-CUG inh,S-ASM inh,CXXC DNA block
C=CCn1c(SCC(=O)c2ccc(Br)cc2)nnc1C(CC(C)C)NC(=O)c1cccs1 (configuration not stated),2%,-11%[7.66 µM],-1,0%,7,0,1,-4%,-3%,-3%
CCCn1c(=O)c(C(=O)NCCc2ccc(Cl)cc2)c(O)c2ccccc21,-1%,23%,10,28%,-17,-2,-4,-4%,-7%,-5%
CCCCOC(=O)CSc1n[nH]c(=O)[nH]c1=O,-2%,3%,3,-1%,4,5,4,-2%,4%,2%
O=C(NCCCN1CCOCC1)C(=O)N/N=C/c1cccc2ccccc12,0%,24%,-1,-7%,16,0,0,?,-1%,-2%
CN(C)/C=C/C(=O)c1cnc(-c2cccc(Cl)c2)s1,1%,37%,-1,0%,1,2,9,?,-9%,3%
O=C(CCN1C(=O)c2ccccc2S1(=O)=O)Nc1nc2c(s1)CCCC2,-3%,-20%,0,0%,-8,-1,0,-2%,6%,-6%
COc1ccc(C(=O)NCc2cc(C)nc3ccccc23)cc1OC,7%,-9%,-2,-1%,-10,0,-3,3%,-1%,1%
C=C(Cl)COc1ccc2c(CC)cc(=O)oc2c1,-1%,16%,-6,9%,1,1,6,7%,51%[activator],-3%
N#Cc1c(F)cccc1N1CCOCC1,-1%,-7%,-4,13%,-17,1,0,?,8%,-1%
COc1ccc(-c2ncncc2-c2ccccc2)c(O)c1,1%,?,10,7%,4,1,4,-3%,-1%,0%
Fc1cccc(Cl)c1CSC1=NCCS1,0%,-20%,-1,5%,-7,1,7,0%,2%,26%
CCN(CC(=O)Nc1c(F)cccc1F)C(=O)c1ccc(C(=O)c2ccccc2)cc1,.,11%,7,-7%,0,.,3,.,-1%,.
O=S(=O)(c1cccc2c(S(=O)(=O)N3CCCC3)cccc12)N1CCCC1,2%,-11%,14,5%,-6,3,3,3%,-1%,5%
O=[N+]([O-])c1c(NCCO)cc(Sc2nc3ccccc3s2)c2nonc12,1%,?,1,-8%,-6,-12,2,?,-1%,-2%
CC(C)CNC(=O)c1cccc(C(=O)NCC(C)C)c1,0%,-25%,3,.,7,4,-2,1%,2%,10%
O=C(c1cc([N+](=O)[O-])ccc1Cl)N1CCc2ccccc21,-7%,?,1,6%,-2,2,1,?,-2%,-6%
Cc1c(Cl)cccc1NC(=O)CSCc1cc(=O)[nH][nH]1,-1%,32%,0,-2%,-4,2,-1,-3%,4%,-11%
CCCCCCOC(=O)Cc1c(C)nc(-c2ccccc2)[nH]c1=O,1%,-5%,-9,2%,-11,1,1,-8%,-2%,3%
CCOc1ncccc1C(=O)OCc1ccc(C(=O)OC)o1,-1%,19%,10,-3%,-8,14,-3,-18%,-1%,3%
FC(F)Oc1ccc(/C=N/c2c(-c3ccc(OC(F)F)cc3)nc3n2CCS3)cc1,0%,-1%,?,-6%,?,0,-2,-3%,?,9%
Cn1c(=O)c2c(nc(CN3CCOCC3)n2CCCc2ccccc2)n(C)c1=O,0%,7%,-2,5%,-2,-5,2,-22%,3%,0%
N#Cc1ccccc1Sc1ccccc1C(=O)Nc1ccc(Br)cc1,3%,0%,-16,-2%,-3,4,8,8%,-2%,0%
Cc1ccc(NC(=O)CSC(C)C(=O)OC(C)C(=O)NC2CCCCC2C)cc1 (configuration not stated),.,-22%,-10,0%,1,.,-4,.,0%,.
COC(=O)c1cc(OC)c(OC)cc1NC(=S)N1CCCCC1,0%,3%,0,-8%,-10,0,1,-12%,1%,-1%
N#Cc1ccc(/C=N/NC(=O)c2cccc(S(=O)(=O)N3CCOCC3)c2)cc1,7%,?,2,8%,2,3,7,?,-6%,-4%
COc1ccccc1C(=O)NCC(=O)OCC(=O)c1cccc2ccccc12,.,-17%,-5,4%,1,.,-1,.,-2%,.
Cc1cccc(CNC(=O)c2cc(S(=O)(=O)N3CCOCC3)cn2C)c1,4%,2%,-19,11%,-4,0,3,2%,-1%,5%
COc1ccc(N2CCN(CC(=O)Nc3ncc(C)s3)CC2)cc1,5%,?,13,-17%,-3,1,5,-1%,3%,?
CCOCCCn1c(=S)[nH]c2cc(C(=O)NC3CCCCC3C)ccc2c1=O (configuration not stated),2%,6%,-4,3%,-6,0,0,-3%,-1%,5%
CC(C)(C)n1nnnc1C(c1cccnc1)N1CCN(C2CCCCC2)CC1 (configuration not stated),0%,-15%,7,7%,26,1,2,1%,6%,0%
NC(=O)Cc1cn(-c2ncc(C(F)(F)F)cc2Cl)c2ccccc12,-2%,-22%,.,1%,-28,-7,2,-10%,-3%,1%
Cc1ccc(Cn2c(C3CCCN3c3nc(-c4cc(Cl)c(N)c(Cl)c4)cs3)nc3cc(C(=O)NCCCO)ccc32)cc1 (configuration not stated),.,3%,-17,.,-6,.,.,.,-11%,.
C[C@@H](CN1C(=O)C(=O)NC[C@@H]1Cc1ccc(O)cc1)NC(=O)Cc1ccccc1,.,-1%,-21,3%,-4,2,3,-5%,0%,4%
O=C(O)c1ccc(OCc2ccc(C(=O)O)o2)cc1,0%,0%,14,-8%,0,0,3,-5%,1%,0%
Cc1cc(C(=O)NCc2cc(C(=O)O)co2)co1,15%,?,-1,0%,.,1,4,-5%,0%,-1%
COc1ccccc1N1CCN(C(=O)CN(C)S(=O)(=O)c2cc(C)ccc2OC)CC1,0%,1%,1,2%,0,8,3,-12%,-1%,-1%
COc1ccc(/C=C2\SC(=O)N(CCNC(=O)CCS(=O)(=O)c3ccc(C)cc3)C2=O)cc1,-4%,13%,-17,-9%,3,2,-3,?,-9%,?
CCCc1nnc(NC(=O)Cn2c(=O)oc3ccccc32)s1,-1%,26%,.,6%,31,-6,10,?,0%,-3%
O=C(Nc1ccc2sccc2c1)c1ccc(Cl)s1,-3%,15%,-22,2%,1,1,?,13%,5%,11%
COCCN(C)Cc1cn(-c2ccc(F)cc2F)nc1-c1ccccc1C,1%,-2%,1,6%,6,-2,-1,-7%,11%,-3%
CCC(C(=O)NCc1ccncc1)c1ccccc1 (configuration not stated),1%,?,7,2%,3,0,-3,7%,3%,-1%
COc1nc(Nc2cccc(F)c2)nc(OC)n1,0%,-2%,7,6%,9,1,-6,-11%,1%,3%
CC(C)c1cc(=O)n2c(nc3ccccc32)[nH]1,0%,0%,13,14%,-6,4,-6,2%,2%,-5%
Cc1ccc(/C=C/c2ccc(=O)n(Cc3ccc(Cl)cc3Cl)n2)cc1,0%,8%,2,-13%,-5,3,3,4%,14%,2%
Nc1c(/C=C2\C=Nc3ccccc32)c(=O)nc2sc(CC(=O)N3CCOCC3)nn12,-6%,41%,4,3%,-17,.,9,?,3%,9%
Cc1ccc(OCCC(=O)OCC(=O)N2CCN(S(=O)(=O)c3ccc(C)cc3)CC2)cc1,.,11%,0,0%,-4,.,4,.,-2%,.
Cc1cccn2c(=O)c3cc(C(=O)N4COCC4(C)C)n(C)c3nc12,6%,-28%,7,14%,-8,-1,13,-3%,i,-7%
COc1ccc(Cn2c(N)c(C#N)c3nc4ccccc4nc32)cc1OC,1%,-8%,-5,1%,-2,-1,-3,11%,i,27%
CCC(C)C(=O)Nc1cc(Cl)ccc1C(=O)O (configuration not stated),-3%,-18%,-8,-4%,-1,1,2,-7%,6%,27%
C=CCc1ccc(OCCCCNC(C)CC)c(OC)c1 (configuration not stated),1%,-43%,-9,-8%,5,3,-1,2%,0%,-4%
CCOC(=O)c1nn(-c2ccc(F)cc2)c(=O)cc1OCC(=O)Nc1ccc(OCC)cc1,.,24%,-11,0%,-1,.,-5,.,-3%,.
Cc1ccc(C(C)C)c(OCC(=O)NN=C2CCCCCCC2)c1,2%,20%,-13,1%,1,3,7,-6%,0%,8%
Cc1ccc(S(=O)(=O)NCC(=O)N(CC(=O)NC2CCCC2)c2ccc3c(c2)OCCO3)cc1,7%,-3%,19,2%,-2,1,3,-8%,5%,-4%

# Some entries already given with just MBNL1-CUG inh, GALK inhibitor and TRPV1 ag:
mol	MBNL1-CUG inh	GALK inhibitor	TRPV1 ag
CC(C)c1cc(=O)n2c(nc3ccccc32)[nH]1	2%	0%	-6
Cc1ccc(/C=C/c2ccc(=O)n(Cc3ccc(Cl)cc3Cl)n2)cc1	4%	0%	3
